ROCK2 inh = ROCK2 (human) kinase inhibition; O75116; purified ROCK2, Kinase-Glo ATP depletion luminescence; inhibition, % at 6 µM; hit rate 0.35% among 60,000; AID 604;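 active = inhibition above the screen-wide mean inhibition plus 3 SD, cut at about 18% in these data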;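 also: plate controls were DMSO wells for no effect and Y-27632 control wells after no-enzyme background subtraction for full effect; many of its hits are not listed in these tables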
Cathepsin G inh = inhibitors of human cathepsin G | P08311 | purified enzyme, AMC-tetrapeptide fluorescence, pooled mixtures | inhibition, % at 5 µM (by protocol) | hit rate 0.2% among 62,000;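 active = inhibition above 20% in each of the two mixture wells holding the compound; inactive = inhibition of 20% or less in either well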;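 also: 0% = enzyme control without mixture and 100% = blank lacking enzyme; strong numbers were not always called active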
HER2 expr 66K = lowers expression of human Her2 kinase; P04626; SKBR-3 HER2 protein level, AlphaScreen, 18-24 h; hits give low values; HER2 level % of control, % at 10 µM; AID 645; hit rate 0.69% among 65,000;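 active = HER2 level under 5% of the carrier-only control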;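 also: 100% = DMSO carrier and 0% = 500 nM PU-H71 HSP90 inhibitor; lower value means stronger loss of Her2 protein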
Target sequence (P04626 whole entry, looked up): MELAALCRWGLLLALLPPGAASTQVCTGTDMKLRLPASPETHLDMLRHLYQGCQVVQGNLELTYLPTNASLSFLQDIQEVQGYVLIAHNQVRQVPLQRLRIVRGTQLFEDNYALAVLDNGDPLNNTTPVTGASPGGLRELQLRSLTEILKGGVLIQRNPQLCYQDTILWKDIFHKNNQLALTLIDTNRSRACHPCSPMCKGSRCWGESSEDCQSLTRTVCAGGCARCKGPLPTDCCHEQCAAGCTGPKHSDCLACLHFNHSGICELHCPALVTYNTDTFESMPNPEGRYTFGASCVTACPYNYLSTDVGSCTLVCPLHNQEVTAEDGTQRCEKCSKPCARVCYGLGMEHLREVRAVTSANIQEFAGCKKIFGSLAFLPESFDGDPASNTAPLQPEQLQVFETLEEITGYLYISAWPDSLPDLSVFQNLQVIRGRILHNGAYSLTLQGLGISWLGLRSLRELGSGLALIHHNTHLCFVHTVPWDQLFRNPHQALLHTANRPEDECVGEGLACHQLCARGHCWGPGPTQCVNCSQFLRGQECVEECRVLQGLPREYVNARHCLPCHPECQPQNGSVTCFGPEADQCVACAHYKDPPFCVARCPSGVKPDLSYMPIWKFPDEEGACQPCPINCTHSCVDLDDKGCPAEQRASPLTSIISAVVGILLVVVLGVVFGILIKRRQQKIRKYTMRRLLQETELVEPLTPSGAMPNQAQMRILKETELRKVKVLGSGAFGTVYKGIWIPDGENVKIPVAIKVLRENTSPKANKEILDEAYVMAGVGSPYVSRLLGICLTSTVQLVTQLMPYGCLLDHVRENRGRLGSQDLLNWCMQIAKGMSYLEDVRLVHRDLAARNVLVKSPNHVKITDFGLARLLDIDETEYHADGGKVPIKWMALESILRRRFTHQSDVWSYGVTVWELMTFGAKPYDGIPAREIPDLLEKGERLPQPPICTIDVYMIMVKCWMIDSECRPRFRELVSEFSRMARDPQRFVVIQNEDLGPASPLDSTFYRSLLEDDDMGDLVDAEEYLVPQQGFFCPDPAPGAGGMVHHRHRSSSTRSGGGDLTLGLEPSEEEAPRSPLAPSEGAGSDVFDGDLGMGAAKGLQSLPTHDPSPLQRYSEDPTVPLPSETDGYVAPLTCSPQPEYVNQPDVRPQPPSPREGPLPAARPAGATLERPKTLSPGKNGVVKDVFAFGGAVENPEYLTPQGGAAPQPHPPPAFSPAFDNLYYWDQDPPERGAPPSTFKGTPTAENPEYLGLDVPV
CatB inh = blocks human cathepsin B protease activity; P07858; hit rate 0.1% among 63,000; inhibition, %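 (tested at 10 µM)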; purified cathepsin B, fluorogenic substrate, fluorescence; in the data active = inhibition above about 21%;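 also: 0% = enzyme with no compound and 100% = no enzyme blank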
CatS block = inhibitors of human cathepsin S; P25774; inhibition, %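 (tested at 5 µM per compound within 10-compound mixtures)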; recombinant cathepsin S, AMC dipeptide fluorescence, pooled mixtures; hit rate 0.06% among 62,000; in the data active = inhibition above about 32%, passing the limit was not always enough;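 also: 0% = enzyme without compound and 100% = blank without enzyme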
C1s block = blocks human complement C1s protease activity | P09871 | purified C1s, fluorogenic AMC substrate, pooled mixtures | mean inhibition % of two 10-compound mixtures (hits give high values), % at 5 µM (by protocol) | hit rate 0.16% among 62,000;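 active = inhibition above 20% in each of the two 10-compound mixture wells holding the compound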;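 also: 0% = enzyme wells lacking compound mixture and 100% = no-enzyme blank wells; some compounds called inactive have numbers as strong as hits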
CatB mixtures = inhibitors of human cathepsin B in compound mixtures; P07858; Purified cathepsin B, AMC dipeptide fluorescence; inhibition, %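 (ten-compound pools at 5 µM per compound and 50 µM total)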; hit rate 0.06% among 62,000; AID 488; in the data active = inhibition above about 22%, passing the limit was not always enough;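 also: 0% = enzyme without compound and 100% = no enzyme blank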
CatL inh = blocks human cathepsin L protease activity; AID 460; P07711; inhibition, %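 (tested at 10 µM)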; purified cathepsin L, fluorogenic substrate, fluorescence; hit rate 0.17% among 58,000; in the data active = inhibition above about 45%;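 also: 0% = enzyme with no compound and 100% = no enzyme blank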
PKA kinase inh = inhibitors of human protein kinase A; P17612; PKA Kemptide phosphorylation, Kinase-Glo ATP luminescence; inhibition, % at 6 µM; hit rate 0.1% among 65,000; AID 524;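 active = inhibition above the screen-wide mean inhibition plus 3 SD, cut at about 21% in these data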; also: many of its hits are not listed in these tables
Active calls of the source: *; . = not tested or not shown. Some of the compounds tested. The share of hits here may be higher or lower than overall.

SMILES	ROCK2 inh	Cathepsin G inh	HER2 expr 66K	CatB inh	CatS block	C1s block	CatB mixtures	CatL inh	PKA kinase inh
Cc1noc(C)c1CSc1nc2ccccc2n1C	-1	-3	100	5	-2	-23	2	2	4
COC(=O)CN(c1ccc(C)c(Cl)c1)S(C)(=O)=O	-4	-13	80	-1	-21	-155	-7	-9	-4
CCNC(=O)COc1ccc2ccccc2c1	-1	-9	97	-5	3	-63	-2	-3	-1
Cc1cccc(Cl)c1OCCCCn1ccnc1	-2	-8	107	0	-7	-17	-2	-2	6
COc1cc(NC(=O)CN2CCN(S(=O)(=O)c3ccc(C(C)C)cc3)CC2)cc(OC)c1	4	-1	50	3	6	-48	-4	9	13
COCC(C)NC(=O)c1cc(-c2ccc(OC)c(OC)c2)on1 (stereo not given)	4	3	82	1	-5	2	2	-3	7
CCOC(=O)N1CCN(Cc2nc(-c3ccccc3)no2)CC1	7	9	91	1	2	-3	-7	-6	10
Cc1ccccc1OCC(=O)Nc1cccc(N(C)S(C)(=O)=O)c1	-5	-5	117	10	15	-13	2	2	4
O=C(Nc1ccccc1)N(C1=NCCCCS1)c1ccccc1	4	2	112	7	1	-106	-3	12	6
CC(C)Nc1nnc(SCC(=O)Nc2ccc(F)cc2)s1	1	-1	109	-4	-18	-21	-6	2	0
Cc1nc2cc(C(F)(F)F)ccc2n1C1CCN(CC(=O)N2CCOCC2)CC1	2	-8	103	-2	0	-93	3	-2	1
O=C(CN1C(=O)COc2ccccc21)N(Cc1cccnc1)Cc1ccccc1F	6	9	83	-1	6	8	5	1	7
Cc1ccc(C)c(NC(=O)CSc2nnc(CSc3nc(C)cc(C)n3)n2Cc2ccco2)c1	-2	9	107	6	9	-5	2	.	2
CC1(C)Cc2c(sc3nc4n(c(=O)c23)CCC4)CO1	0	.	73	2	.	.	.	16	3
Cc1ccc(C(c2sc3nc(C)nn3c2O)N2CCN(c3ccccc3)CC2)cc1 (stereo not given)	6	13	55	3	1	10	-1	17	14
CCn1ncc(Br)c1C(=O)Nc1cc(C)ccc1F	14	1	76	0	7	4	0	15	10
O=C(NC1CCCCCCC1)C1CCC(CNc2c(N3CCCC3)c(=O)c2=O)CC1 (stereo not given)	0	-11	90	2	1	-47	-2	.	6
Nn1c(SCC(=O)Nc2ccc3c(c2)OCCO3)nnc1-c1ccccn1	6	3	95	7	12	2	-1	18	10
CCOc1ccccc1N(CC(=O)NCC1CCCO1)C(=O)CCC(=O)Nc1ccccn1 (stereo not given)	3	-2	113	0	-5	2	0	1	6
Cn1c(=O)n(Cc2ccccc2)c(=O)c2c1nc(NCC1CCCO1)n2Cc1ccccc1 (stereo not given)	-13	3	105	2	14	-28	0	-10	1

An excerpt from above in order of count of non-hydrogen atoms, low to high:
SMILES	ROCK2 inh	Cathepsin G inh	HER2 expr 66K	CatB inh	CatS block	C1s block	CatB mixtures	CatL inh	PKA kinase inh
CCn1ncc(Br)c1C(=O)Nc1cc(C)ccc1F	14	1	76	0	7	4	0	15	10
Nn1c(SCC(=O)Nc2ccc3c(c2)OCCO3)nnc1-c1ccccn1	6	3	95	7	12	2	-1	18	10
Cc1nc2cc(C(F)(F)F)ccc2n1C1CCN(CC(=O)N2CCOCC2)CC1	2	-8	103	-2	0	-93	3	-2	1
Cc1ccc(C(c2sc3nc(C)nn3c2O)N2CCN(c3ccccc3)CC2)cc1 (stereo not given)	6	13	55	3	1	10	-1	17	14
Cn1c(=O)n(Cc2ccccc2)c(=O)c2c1nc(NCC1CCCO1)n2Cc1ccccc1 (stereo not given)	-13	3	105	2	14	-28	0	-10	1
Cc1ccc(C)c(NC(=O)CSc2nnc(CSc3nc(C)cc(C)n3)n2Cc2ccco2)c1	-2	9	107	6	9	-5	2	.	2

Continuation.
SMILES	ROCK2 inh	Cathepsin G inh	HER2 expr 66K	CatB inh	CatS block	C1s block	CatB mixtures	CatL inh	PKA kinase inh
CC(Oc1ccccc1)C(=O)OCC(=O)NC(=O)NCc1ccco1 (stereo not given)	.	0	83	5	10	-19	3	-4	6
CC(=O)NCC(=O)N(C)C(C(=O)Nc1ccc2c(c1)OCCO2)c1ccccc1 (stereo not given)	6	0	81	-6	2	3	6	-10	2
O=C(c1cnn2c1NC(c1ccco1)CC2C(F)(F)F)N1CCN(c2cccc(Cl)c2)CC1 (stereo not given)	1	14	57	0	12	15	5	8	3
Cc1ccc(O)c(NC(=O)c2cccc(S(=O)(=O)N3CCCCC3)c2)c1	-1	4	103	3	3	5	-5	-4	6
CCc1nc(NCC(C)C)c(C#N)c2c1COC(C)(C)C2	-2	.	171	2	.	.	.	-3	-4
CC(=O)c1ccc(N2C(=O)[C@@H]3C(CCC(N)=O)NC4(C(=O)Nc5c4ccc(Cl)c5C)[C@@H]3C2=O)cc1 (stereo not given in full)	-3	-11	103	-2	-1	-27	-2	-6	3
COc1cccc(C(=O)c2sc(NC(C)C)nc2N)c1	-2	.	25	4	.	.	.	9	2
Cc1cccc2nc(CNc3ccc(F)cc3)cn12	4	6	107	5	3	-7	0	6	6
CCOCCc1c(O)nc(SCC(=O)NCc2ccco2)[nH]c1=O	0	12	92	-1	-3	9	1	-11	0
c1cc2cn[nH]c2cc1NC1CCCCCC1	4	7	101	.	-3	1	1	.	6
O=C(O)C1CCN(c2ncccn2)CC1	8	32	73	-3	-6	1	0	-3	6
COC(=O)COc1cccc(NC(=O)c2ccccc2)c1	6	9	93	4	0	16	2	1	7
Cc1ccc2cc(C#N)c(SCC(=O)NCC3CCCO3)nc2c1C (stereo not given)	4	-1	79	-3	-3	-10	3	-6	7
NS(=O)(=O)c1ccc(NS(=O)(=O)/C=C/c2ccccc2)cc1	4	8	100	0	-8	2	-4	5	4
Cc1noc(NS(=O)(=O)c2ccc(N3Cc4ccccc4C3=O)cc2)c1C	.	6	153	5	-3	3	-1	-7	-6
Cc1noc(C)c1S(=O)(=O)N1CCCC(C(=O)NCCC2=CCCCC2)C1 (stereo not given)	3	10	67	5	-2	15	6	17	6
N=c1c(C(=O)NCc2ccco2)cc2c(=O)n3ccccc3nc2n1Cc1ccccc1	2	-5	88	-1	-4	1	-3	-10	-1
CC1CC(C)CN(CCCNC(=O)CC2Oc3ccccc3NC2=O)C1 (stereo not given)	-2	5	101	0	-6	-4	1	.	-1
CCc1cccc2c1NC(=O)[C@]21[C@@H]2C(=O)N(Cc3ccccc3)C(=O)[C@@H]2[C@@H]2CCCN21	-3	-2	64	-6	-6	-7	2	-12	2
Cc1cc(C)c(NC(=O)Cn2c(=O)n(Cc3ccco3)c(=O)c3ccccc32)c(C)c1	0	0	81	-1	3	2	-2	-7	-4
Nc1c2c(nc3ccn(-c4ccccc4)c(=O)c13)CCCCC2	2	-4	114	2	-1	-41	-3	-3	8
Cn1nnnc1SCC(=O)c1ccco1	.	-2	103	-3	5	-6	5	-6	0
Cc1ccc2c(c1)NCC(C(=O)NCc1ccccc1)O2 (stereo not given)	5	-20	106	0	-24	-189	-7	.	3
CCOC(=O)N1CCC(c2[nH][nH]c(=O)c2C)CC1	6	11	75	8	7	1	-2	29	6
CC1CCCC(NC(=O)CSc2nnnn2C)C1C (stereo not given)	.	8	110	9	1	5	4	-6	-6
Cc1nn(C)cc1CNC(=O)c1cnn2c(C(F)F)cc(C3CC3)nc12	1	17	89	2	-3	13	5	9	-3
O=C(COC(=O)Cn1cnc2ccccc21)NCCc1ccccc1	2	1	103	-2	-4	2	-3	-3	-2
CCCN1C(=O)CC(c2ccco2)Sc2ccccc21 (stereo not given)	0	1	81	7	14	-12	5	12	1
O=C(CSc1ncc(-c2ccc(F)cc2)n1Cc1ccco1)Nc1ccc2c(c1)OCO2	2	0	91	2	28	-9	8	8	3
O=C(NCc1ccco1)c1c2c(nc3ccccc13)CCC2	2	5	94	0	4	-67	-14	6	6

Structural class: those above with an aryl methoxy group.
SMILES	ROCK2 inh	Cathepsin G inh	HER2 expr 66K	CatB inh	CatS block	C1s block	CatB mixtures	CatL inh	PKA kinase inh
COc1cc(NC(=O)CN2CCN(S(=O)(=O)c3ccc(C(C)C)cc3)CC2)cc(OC)c1	4	-1	50	3	6	-48	-4	9	13
COCC(C)NC(=O)c1cc(-c2ccc(OC)c(OC)c2)on1 (stereo not given)	4	3	82	1	-5	2	2	-3	7
COc1cccc(C(=O)c2sc(NC(C)C)nc2N)c1	-2	.	25	4	.	.	.	9	2

Other entries
SMILES	ROCK2 inh	Cathepsin G inh	HER2 expr 66K	CatB inh	CatS block	C1s block	CatB mixtures	CatL inh	PKA kinase inh
O=C(NCCCN1CCOCC1)c1ccc(CNS(=O)(=O)c2ccc(F)cc2)cc1	.	3	105	0	0	0	0	-6	-2
N#CC1=C(N)C(C#N)(C#N)[C@H](c2ccoc2)[C@H]2CN(Cc3ccccc3)CC=C12	7	9	29	2	-2	10	3	5	6
O=C1NC(=O)C(c2cn(-c3ccccc3)nc2-c2ccc(F)cc2)N1 (stereo not given)	4	-1	104	-2	14	-32	5	10	3
O=C(NC1CCCCC1)Nn1c(-c2ccccc2)nc2ccccc2c1=O	5	-1	189	0	1	-25	6	-6	4
COc1ccc(Cn2nnnc2C(c2ccncc2)N2CCOCC2)cc1 (stereo not given)	2	2	86	4	-13	1	-5	-3	8
O=C(COc1ccccc1)Nc1nnc(-c2ccccc2)o1	5	-7	82	3	16	-33	3	.	9
COc1ccc(N2CCCCn3c2nc2c3c(=O)[nH]c(=O)n2C)cc1	.	5	155	1	6	-3	1	12	7
CC(C)(C)C(=O)CN1CCN(S(=O)(=O)c2ccc(F)cc2)CC1	6	7	126	0	5	-2	1	15	5
COc1ccc(OC)c2sc(N3CCCCC3)nc12	5	-8	87	6	14	-21	4	20	9
Nc1c(C(=O)Nc2ccc3c(c2)OCCO3)nnn1CCc1ccccc1	4	-1	80	-6	5	4	5	14	5
Cc1nc2scc(-c3cccs3)c2c(=O)n1-n1cccc1	6	7	70	3	7	14	8	8	11
CC(C)N(C(=O)CSc1nnc(CN2CCCCCC2=O)n1-c1ccccn1)C(C)C	4	10	156	-1	-5	15	4	-5	5
O=C(N1CCOCC1)N1CCN(C(=O)N(c2ccccc2)c2ccccc2)CC1	8	10	79	3	-8	12	2	-8	11
CCCC(=O)Nc1ccc(Cl)c(NC(=O)c2ccco2)c1	-5	-2	103	-2	-4	-6	-4	-2	-1
CN1CCN(C2=C(Cl)C(=O)N(CCc3ccccc3)C2=O)CC1	.	8	86	7	-3	-9	0	.	8
O=C(CN(Cc1ccccc1)S(=O)(=O)c1ccc2c(c1)OCCO2)Nc1ccc2c(c1)OCCO2	3	11	91	-1	-6	18	5	4	-1
Cc1cc(N2CCOCC2)n2nc(C)c(-c3ccccc3)c2n1	5	7	89	-3	1	-3	1	3	9

Compound profiles, from the list above:
`O=C(O)C1CCN(c2ncccn2)CC1` reads ROCK2 inh = 8; Cathepsin G inh = 32; HER2 expr 66K = 73; CatB inh = -3; CatS block = -6; C1s block = 1; CatB mixtures = 0; CatL inh = -3; PKA kinase inh = 6
`O=C1NC(=O)C(c2cn(-c3ccccc3)nc2-c2ccc(F)cc2)N1` (stereo not given) reads ROCK2 inh = 4; Cathepsin G inh = -1; HER2 expr 66K = 104; CatB inh = -2; CatS block = 14; C1s block = -32; CatB mixtures = 5; CatL inh = 10; PKA kinase inh = 3

Screening data (PubChem)
